Source: PubChem BioAssay (several laboratories)
LYP phosphatase – inhibitors of LYP phosphatase, biochemical, fluorescence intensity, uHTS (AID 1779); Tyrosine-protein phosphatase non-receptor type 22 (Homo sapiens); recombinant LYP phosphatase, fluorescence intensity; higher % means a stronger effect; inhibition, % at 11.5 µM, or IC50 in µM where a hit was titrated; actives 0.054% (n = 290,000);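 also: plate controls were vehicle with enzyme for no effect and no enzyme for full effect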
AID2073 – inhibitors of Mint1-CaV2.2 protein interaction, biochemical, HTRF (AID 2073) | Voltage-dependent N-type calcium channel subunit alpha-1B (Homo sapiens) | HTRF protein-protein interaction, Mint1-CaV2.2; higher % means a stronger effect | inhibition, % at 20 µM; hits with a dose series show IC50 in µM | actives 0.19% (n = 290,000); in the data active = inhibition mostly above about 51%, no sharp cut-off; inconclusive = no clear call, values can overlap the other calls; inactive = mostly below about 53%; also: some results filed as inactive read as strong as hits
Siah-1 displacement – Siah-1 peptide-binding antagonists, primary screen, biochemical, fluorescence polarization, rhodamine-plectin, uHTS (AID 1817); E3 ubiquitin-protein ligase SIAH1 (Homo sapiens); Siah-1 / rhodamine-plectin peptide fluorescence polarization; higher % means a stronger effect; displacement, % at 20 µM; hits with a dose series show IC50 in µM; actives 0.02% (n = 290,000);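 active = displacement of at least 50% at 20 µM, with a fluorescence ratio check between 0.3 and a set limit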;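 also: plate controls were Siah plus tracer with DMSO for no effect and tracer alone without Siah for full effect; strong numbers were not always called active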
Dengue-2 NS5 capping – Dengue-2 NS5 methyltransferase inhibitors, primary screen, biochemical, confirmation dose response (AID 588689); Genome polyprotein (Dengue virus type 2 (strain 16681-PDK53)); Dengue-2 NS5 methyltransferase capping enzyme assay, biochemical; higher % means a stronger effect; inhibition, % at 25 µM, or IC50 in µM where a hit was titrated; actives 0.3% (n = 340,000); in the data active = a potency from the dose series; inconclusive = inhibition above about 29% without an active follow-up result
XIAP antagonists – XIAP antagonists, biochemical, IAP family, fluorescence polarization (AID 1018). E3 ubiquitin-protein ligase XIAP (Homo sapiens). XIAP BIR domain, fluorescence polarization peptide displacement; higher % means a stronger effect. displacement, % at 20 µM, or IC50 in µM where a hit was titrated. actives 0.007% (n = 200,000); in the data active = displacement above about 50%; also: a part of the inactive calls stands beside numbers as strong as those of hits
HIV peptide binding – inhibitors of HIV fusion peptide binding, primary screen, biochemical, uHTS, fluorescence dequenching (AID 1986) | inhibition, % at 20 µM; hits with a dose series show IC50 in µM | actives 0.3% (n = 290,000) | cell-free peptide binding, fluorescence dequenching, 30 min; higher % means a stronger effect; in the data active = inhibition mostly above about 52%, no sharp cut-off; inactive = mostly below about 76%; also: some results filed as inactive read as strong as hits
HEK293 NOD2/NF-kB – NOD2 signaling inhibitors, cell-based, luminescence, uHTS, HEK293 (AID 1566) | actives 0.63% (n = 290,000) | inhibition, % at 4 µM; hits with a dose series show EC50 in µM | HEK293 NOD2/NF-kB luciferase reporter, luminescence; higher % means a stronger effect; also: many of its hits are not listed in these tables
Myeloid diff 2 – induction of myeloid progenitor differentiation, primary screen, cell-based, flow cytometry, MLPCN library. ER-HoxA9 myeloid progenitors, lysozyme-GFP differentiation. calls only at 10 µM. actives 1% (n = 360,000);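 active = normalized GFP-positive differentiation at or above the plate's own cutoff, the solvent-only control mean plus 3 SD; inconclusive = no clear call, values can overlap the other calls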;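 also: cells exposed to compound for four days before flow analysis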
Hep lipid drop – inhibitors of hepatocyte lipid droplet formation, primary screen, imaging, high-throughput imaging, BODIPY stain; AML12 mouse hepatocytes, oleate lipid droplets; inhibition, % at 6.5 µM; actives 0.4% (n = 240,000); AID 1656, 2009;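 active = lipid droplet intensity inhibited by at least 50%, with more than 500 cells counted; inconclusive = wells with under 300 cells, treated as cytotoxic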
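Technique: fluorescence imaging, 20x objective, two fields per well / Assay system: AML12 hepatocytes (mouse) / Measure: % inhibition of lipid droplet signal / Doses: 6.5 µM single-point dosing / Incubation: overnight exposure / Reagent: 100 µM oleic acid challenge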
Hep lipid drop cells 6.5 µM – further read-out of Hep lipid drop, marked with its call; cell count; measured here: cell count, cytotoxicity flag;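 cells counted across two imaged fields per well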
Dengue-2 NS5 capping pilot replicate – further read-out of Dengue-2 NS5 capping, marked with its call; inhibition, %; measured here: pilot screen replicate inhibition
Myeloid diff 2 GFP+ MAC1+ % – second read-out of Myeloid diff 2, no call of its own (marks repeat the call); GFP+ MAC1+ double positive, %; measured here: differentiation confirmed by MAC1 staining
Starred values were filed as active, the others as inactive; i = inactive; ? = inconclusive; . = not tested or not shown; + = active, no number. Rule as the data show it, unless noted: active = inhibition above about 50%; inactive = the rest. Only part of the results is shown, so the mix of outcomes need not match the whole.

The opening two entries as a preview:
SMILES | LYP phosphatase | AID2073 | Siah-1 displacement | Dengue-2 NS5 capping | XIAP antagonists | HIV peptide binding | HEK293 NOD2/NF-kB | Myeloid diff 2 | Myeloid diff 2 GFP+ MAC1+ % | Hep lipid drop | Hep lipid drop cells 6.5 µM | others
COc1ccc(C(=O)NCC(=O)OCC(=O)c2cc(OC)c(OC)c(OC)c2)cc1OC | 0% | 6% | 2% | 0% | -7.8% | 2.1% | 0% | i | 0.2 | -4 | 651
O=C(O)C1CCCCC1C(=O)Nc1ccc(F)c(F)c1 (configuration not stated) | 51%* | 0% | 0% | -1% | -2.3% | 0.0% | 5% | i | 2.1 | 30 | 637

The whole of this part, repeating the preview:
SMILES | LYP phosphatase | AID2073 | Siah-1 displacement | Dengue-2 NS5 capping | XIAP antagonists | HIV peptide binding | HEK293 NOD2/NF-kB | Myeloid diff 2 | Myeloid diff 2 GFP+ MAC1+ % | Hep lipid drop | Hep lipid drop cells 6.5 µM | others
COc1ccc(C(=O)NCC(=O)OCC(=O)c2cc(OC)c(OC)c(OC)c2)cc1OC | 0% | 6% | 2% | 0% | -7.8% | 2.1% | 0% | i | 0.2 | -4 | 651
O=C(O)C1CCCCC1C(=O)Nc1ccc(F)c(F)c1 (configuration not stated) | 51%* | 0% | 0% | -1% | -2.3% | 0.0% | 5% | i | 2.1 | 30 | 637
O=C(Cc1ccsc1)N1CCN(S(=O)(=O)c2cc(C(F)(F)F)cc(C(F)(F)F)c2)CC1 | -6% | 12% | -3% | 1% | . | -0.4% | 5% | i | 1.2 | -7 | 774
C/C(=N\NC(=O)c1ccc(CSc2nncn2C)cc1)c1ccc(C#N)cc1 | -4% | 31% | 2% | 4% | -7.6% | -1.9% | 5% | i | 0.3 | 17 | 692
O=C(CNC(=O)c1cccc(Br)c1)N/N=C/c1cccnc1 | -6% | 12% | 2% | 4% | . | 0.7% | 14% | i | 1.0 | 10 | 771
O=S(=O)(c1ccc(N2CCCC2)nc1)N1CCOCC1 | -10% | -3% | 4% | . | -3.0% | -0.1% | 13% | i | 1.0 | 4 | 746
O=C(O)c1cc(N/N=C/c2ccc(-c3ccc(F)cc3)o2)ccc1Cl | -4% | -1% | -1% | 15% | . | 59% | -47% | i | 1.7 | -2 | 810
Cc1cc(-c2onc3ccc(Cl)cc23)ccc1O | -12% | -11% | 2% | 22% | . | 7.5% | 9% | i | 0.4 | -6 | 767
Cc1nc2c(-c3ccccc3)c(C)[nH]n2c(=O)c1Cc1ccccc1 | -7% | 1% | -2% | . | -1.0% | 0.5% | 38% | i | 0.1 | -1 | 678
CC1=C(C#N)C(=O)OC(C)(C)C1 | 6% | -9% | 7% | ? | -4.4% | 24% | -9% | i | 1.1 | 10 | 630
COCc1cc(C)nc(OC)c1C(N)=O | -4% | 4% | 1% | -8% | -2.8% | -0.1% | 20% | i | 0.4 | -8 | 689
CCCCOc1ccc(/C=C/C(=O)OCC(=O)N2CC(=O)Nc3ccccc32)cc1OCC | 3% | 7% | -3% | 0% | -7.6% | -3.6% | 14% | i | 0.3 | -6 | 678
O=C(O/N=C1\CCCc2ccccc21)C1CC1 | -4% | 2% | 6% | 2% | -4.8% | -1.6% | 0% | i | 0.5 | -7 | 739
CN(CCCC1CCCC1)C(=O)CC1C(=O)NCCN1Cc1cccc(F)c1F (configuration not stated) | -4% | 10% | 0% | -1% | . | 4.6% | -16% | i | 1.4 | 7 | 758
CCOC(=O)c1sc2nc(Cc3ccc(Cl)cc3)[nH]c(=S)c2c1C | 9% | 13% | -2% | -4% | -1.7% | 1.3% | -24% | i | 1.1 | -6 | 696
COC(=O)c1c(Cc2ccccc2Cl)c[nH]c1C | -4% | -6% | 5% | -9% | -0.1% | -1.7% | 4% | i | 0.3 | 15 | 774
Cc1c(O)c2cccnc2[nH]c1=O | -2% | 3% | 3% | -5% | 1.1% | 1.9% | 0% | i | 0.8 | -2 | 673
NNC(=O)c1nn(-c2ccc(Cl)cc2)cc1O | -12% | 14% | 13% | 3% | . | 9.9% | 0% | i | 0.4 | 22 | 758
CCc1ccc(S(=O)(=O)Nc2cc3c(cc2N2CCCCC2)n(C)c(=O)c(=O)n3C)cc1 | 0% | 4% | 1% | -4% | . | -1.7% | 17% | i | 6.2 | -15 | 741
O=C(CN1CCN(Cc2ccc(Cl)cc2)CC1)N/N=C/c1cccc(F)c1 | 2% | 7% | -2% | . | . | 2.4% | 3% | i | 0.5 | 15 | 687
O=C(COc1ccc(S(=O)(=O)N2CCOCC2)cc1Cl)NCCCn1ccnc1 | -4% | 14% | 2% | 5% | . | -1.7% | 2% | i | 1.3 | -1 | 797
O=C(COC(=O)C1=COCCO1)Nc1ccccc1OC(F)F | -10% | 11% | 7% | 2% | -2.8% | 0.7% | 9% | i | 0.3 | 48 | 644
COc1ccccc1C(=O)N1CCCC1(C#N)c1ccccc1 (configuration not stated) | -4% | -11% | 5% | -2% | -2.5% | -0.9% | 2% | i | 0.7 | -14 | 746
CC(=O)CSc1nc(C(F)(F)F)cc(=O)n1-c1ccccc1 | -3% | 7% | 4% | -33% | -7.7% | 1.5% | 8% | i | 1.5 | -23 | 679
CCOC(=O)C1CCN(Cc2ccc(O)c3ncccc23)CC1 | -7% | -12% | -2% | -14% | -6.6% | 0.2% | 9% | ? | . | . | .
COc1ccc(C2/C=C\CN(S(=O)(=O)c3ccc4ccccc4c3)CC(=O)N2Cc2ccc(F)cc2)cc1 (configuration not stated) | 2% | 13% | -6% | -7% | . | -2.8% | -32% | i | 2.6 | -44 | 666
Cc1cccc(C(=O)Oc2ccc(/C=N/NC(=O)c3ccncc3)cc2)c1 | 1% | 22% | -8% | -9% | -4.3% | -0.4% | -26% | i | 1.1 | -2 | 727
CN(CC(=O)Nn1cnnc1)S(=O)(=O)c1ccccc1 | -5% | 0% | 2% | 6% | -2.8% | -1.8% | 11% | i | 4.0 | 2 | 789
COc1ccc2cc(-c3[nH]ncc3CN3C[C@@H]4CCC[C@H]3C4)ccc2c1 | -12% | 32% | -3% | -13% | -5.2% | 2.2% | -12% | i | 1.8 | -6 | 740
CCC(=O)Nc1nc2ccccc2n1CCN1CCOCC1 | -8% | 40% | 8% | -1% | -2.5% | -2.3% | 1% | i | 0.8 | . | .
O=C(CCS(=O)(=O)c1cccc2nonc12)Nc1cccc2c1CCCC2 | -2% | -5% | 4% | 5% | -2.1% | 1.1% | -8% | i | 0.8 | 1 | 804
COCCCNC(=O)Cn1c(=O)n(Cc2ccc(C(=O)NCCc3ccc(OC)c(OC)c3)cc2)c(=O)c2ccccc21 | -5% | 7% | -6% | -5% | -5.4% | 0.5% | 16% | i | 0.5 | 3 | 700
Cc1nn(Cc2ccc(Cl)cc2Cl)c(C)c1NC(=O)c1ccc(COc2cc(Cl)ccc2Cl)o1 | 14% | 2% | 2% | -6% | 0.5% | -0.8% | -5% | i | 2.2 | . | .
C[C@]12C=CC(=O)C=C1CC[C@@H]1[C@@H]2[C@@H](O)C[C@@]2(C)[C@H]1CC[C@]2(O)C(=O)COC(=O)CCC(=O)NCCc1ccc(O)cc1 | -10% | -2% | 7% | -5% | . | 2.7% | 18% | i | 1.2 | -3 | 770
CCN1C=CC2=C(C#N)C(N)C(C#N)(C#N)C(c3ccccc3C(F)(F)F)C2C1 (configuration not stated) | -7% | 23% | 2% | 14% | -3.1% | 22% | 9% | . | . | -42 | 712
Cc1cc(=O)n2c(sc3ccccc32)c1C#N | 7% | 29% | 1% | 1% | -2.1% | 2.0% | -18% | . | . | 26 | 706
CCOC(=O)Cn1nc2sc3ccccc3n2c(=O)c1=O | -8% | 15% | 8% | -1% | . | -3.1% | 10% | i | 0.8 | 0 | 714
Cn1ccnc1SCC(=O)Nc1cccc(C(F)(F)F)c1 | -5% | -2% | -2% | -3% | -5.7% | 3.0% | -39% | i | 4.2 | 18 | 834
O=c1cc(CN2CCCCC2)nc(C2CC2)[nH]1 | -7% | 15% | -1% | 0% | -21% | -0.8% | 13% | i | 0.2 | -2 | 645
Cc1ccc(C(=O)/C=C/c2ccc3ncccc3c2)cc1 | -7% | 7% | -2% | -46% | . | 0.6% | 18% | i | 0.1 | -3 | 805
COC(=O)c1cc(-c2ccc(Cl)cc2)n[nH]1 | -3% | 12% | 12% | -6% | -1.9% | -0.5% | -47% | i | 0.4 | -8 | 685
COc1ccc(CCNC(=S)N(C)C)cc1OC | -4% | -4% | 12% | . | . | -1.4% | 15% | i | 0.0 | -7 | 644
CCCOc1ccccc1N/C(=N/c1nc(C)cc(C)n1)NC(=O)COc1ccc(OC)cc1 | 2% | 6% | 2% | . | -1.7% | 4.2% | 1% | i | 0.4 | 2 | 755
N#C/C(=C\c1ccco1)Sc1nc2ccccc2s1 | -12% | -12% | -9% | -8% | -2.7% | -1.9% | -28% | i | 0.8 | -23 | 731 | Dengue-2 NS5 capping pilot replicate=0.6
COc1ccc(-c2cc(NC(=O)c3cncn3-c3ccccc3)ccc2OC)cc1 | 0% | 0% | 0% | -3% | . | -0.2% | -1% | + | 1.3* | -2 | 730
CCCCCn1c(CN2CCN(c3cccc(Cl)c3)CC2)nc2c1c(=O)[nH]c(=O)n2C | -8% | 38% | 2% | 1% | 0.8% | 1.1% | 11% | i | 1.0 | . | .
O=C(Nc1ccc(Br)cc1)C1CCC(=O)N1Cc1ccccc1Cl (configuration not stated) | 2% | -2% | 3% | -2% | -13% | 1.6% | 7% | i | 0.6 | . | .
COCCNC(=S)Nc1cc2oc3ccccc3c2cc1OC | -7% | 1% | 12% | 0% | . | -1.0% | -12% | i | 1.2 | 8 | 827
CN(C)CCC=C1c2ccccc2CCc2ccccc21 | -4% | -1% | -4% | -2% | -11% | 2.4% | -5% | i | 2.6 | -5 | 725
CC1(C)C(=O)C2(CCCCC2)C(=O)OC1C(=O)c1ccccc1 (configuration not stated) | -2% | -1% | 7% | -5% | -2.0% | 13% | 6% | i | 0.7 | 2 | 602
COc1ccc(/C=C(\NC(=O)c2ccco2)C(=O)N2CCOCC2)cc1 | -4% | 5% | -1% | -1% | . | -1.4% | -10% | i | 0.6 | 32 | 729
CCOC(=O)c1[nH]c2ccc(OC)cc2c1N=CN(C)C | -4% | 9% | -3% | -4% | -4.3% | -3.4% | 15% | i | 0.3 | . | .
